Bioassay records as filed in PubChem BioAssay.
CHX counter – affects cycloheximide protein synthesis inhibition readout, counter-screen. cell reporter, cycloheximide protein synthesis inhibition counterscreen. max response, %. 12% of 300,000 active; in the data active = max response mostly above about 13%, no sharp cut-off; inactive = mostly below about 14%; note: read at 38.3 µM for the half of the compounds with a filed dose; 0% is about no effect
Shiga inhibitor – blocks Shiga toxin action in Vero cells; Vero cells, Shiga toxin protein synthesis inhibition reporter; inhibition, % at 38.7 µM; 9.2% of 290,000 active; AID 2315; in the data active = inhibition mostly above about 28%, no sharp cut-off; inactive = mostly below about 43%; note: 0% is about no effect
LmPK inhibitor – LmPK (Leishmania mexicana) enzyme inhibition. purified LmPK, Kinase-Glo ATP luminescence, 1 h. 0.37% of 290,000 active. Q27686. Potency, µM (highest dose often 57.5 µM), inactives show top-dose activity change, negative = inhibition, hits mostly inhibitors. AID 1721; note: potency is the fitted concentration of half-maximal effect; % is set by controls: 0 for no effect and ±100 for the full control effect
Target sequence (Q27686 whole entry, looked up): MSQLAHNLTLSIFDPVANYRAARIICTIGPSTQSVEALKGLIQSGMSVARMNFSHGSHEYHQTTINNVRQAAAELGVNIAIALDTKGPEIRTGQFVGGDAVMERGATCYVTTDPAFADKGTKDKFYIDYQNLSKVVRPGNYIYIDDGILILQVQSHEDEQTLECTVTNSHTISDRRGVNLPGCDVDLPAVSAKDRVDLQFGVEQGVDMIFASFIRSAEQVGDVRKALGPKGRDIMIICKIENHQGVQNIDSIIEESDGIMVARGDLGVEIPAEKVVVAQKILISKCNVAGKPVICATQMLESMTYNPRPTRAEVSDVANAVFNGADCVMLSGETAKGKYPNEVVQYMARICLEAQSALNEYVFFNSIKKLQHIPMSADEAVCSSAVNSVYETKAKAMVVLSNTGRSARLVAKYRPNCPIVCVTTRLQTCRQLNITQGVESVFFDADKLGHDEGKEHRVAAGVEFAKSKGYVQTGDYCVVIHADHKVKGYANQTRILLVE
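Kinase-Glo luminescence read after 1 h RT reaction of 0.1 nM LmPK with 0.5 mM PEP and 0.1 mM ADP. Activity scaled between uninhibited and enzyme-free controls.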
Pf growth 48h – inhibits P. falciparum growth in the first generation, 48 h; P. falciparum luciferase growth in erythrocytes, 48 h; Potency, µM (top dose mostly 28.7 µM), for the others: top-dose activity change, negative = inhibition, hits mostly inhibitors; 5.9% of 310,000 active; AID 504832; note: potency is the fitted concentration of half-maximal effect; % is set by controls: 0 for no effect and ±100 for the full control effect
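Here the parasites carry a stable luciferase gene and grow inside erythrocytes in Albumax-based RPMI medium with compound for one erythrocytic cycle. Activity is scored as loss of luminescent signal.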
HCV inh – HCV inhibition; Huh7.5.1 HCVcc-Cre infection, luciferase reporter, 44 h; Potency, µM (titrated, usually from 41.8 µM), for inactives: top-dose activity change, negative = inhibition, usual class: inhibitors; 3.4% of 340,000 active; AID 651820; note: potency is the fitted concentration of half-maximal effect; % is set by controls: 0 for no effect and ±100 for the full control effect
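Antiviral activity was scored by luciferase reporter output from cells infected with HCVcc-Cre (~0.5 moi) in presence of compound, 44 h infection period, cells seeded 1,000/well 4 h prior.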
Pf growth 96h – P. falciparum growth inhibition at 96 hour, primary screen for plastid delayed-death inhibitors; P. falciparum luciferase reporter growth, 96 h; Potency, µM (series often up to 28.7 µM), for the others: at the top dose activity change, negative = inhibition, usual class: inhibitors; 6.9% of 320,000 active; AID 504834; note: potency is the fitted concentration of half-maximal effect; % is set by controls: 0 for no effect and ±100 for the full control effect
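Cell-based qHTS: luciferase-tagged P. falciparum in erythrocytes (2% hematocrit, 0.05% parasitemia final) incubated with compounds for 96 hours, 37 C, 5% CO2; luciferase detection reagent then added and luminescence measured.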
TbPYK inhibitor – T. brucei pyruvate kinase inhibition; Q57TT1; TbPYK enzyme, Kinase-Glo Plus ATP luminescence, 45 min; Potency, µM (doses to about 76.8 µM), without a hit: at the highest dose activity, negative = inhibition, most hits filed as inhibitors; 0.12% of 410,000 active; AID 624173; note: potency is the fitted concentration of half-maximal effect; % is set by controls: 0 for no effect and ±100 for the full control effect; nearly all actives have a fitted effect of over 50% in size
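Luminescent Kinase-Glo Plus end-point after 45 min room-temperature reaction of T. brucei pyruvate kinase started with 130 uM ADP (final). Buffer TEA 50 mM pH 7.2 with KCl, MgCl2, BSA, Tween-20; titration-based qHTS with fitted concentration-effect curves.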
The depositor's hits bear a star; ? = inconclusive; . = no result given; & = joins results of further samples; [ ] = another dose, or the depositor's remark. Unless noted, calls come from the whole dose curve; as a rule, active = well fitted curve in the direction sought with a large enough effect; inconclusive = small, poorly fitted or top-dose-only effect, or another doubt; inactive = no such curve, though single readings can be large; an effect the other way counts as inactive or inconclusive.

SMILES	CHX counter	Shiga inhibitor	LmPK inhibitor	Pf growth 48h	HCV inh	Pf growth 96h	TbPYK inhibitor
OC[C@H]1O[C@@H](n2cnc3cc(Cl)c(Cl)cc32)[C@H](O)[C@@H]1O	.	.	.	-1%	-18%	15%	1%
COC(=O)c1ccc(NC(=O)c2cccc(C)c2[N+](=O)[O-])cc1	22*	49	2%	57%[activator]	-9%	-10%	1%
Cc1cccnc1NC(=O)Nc1cccc(Cl)c1	13	60*	2%	181%[activator]	1%	?	0%
COc1cccc(C(=O)NC2C(=O)N3C(C(=O)O)=C(COC(C)=O)CSC23)c1 (configuration not stated)	.	.	.	3%	-2%	-20%	-3%
Cn1c(N2CCN(C(=O)NC34CC5CC(CC(C5)C3)C4)CC2)nc2ccccc21	-3	-2	5%	-7%	13%	-17%	2%
O=C(CNCc1ccco1)Nc1cccc(S(=O)(=O)N2CCCCC2)c1	-3	8	-1%	-20%	3%	-4%	-15%
COCCOc1ccc(C(F)(F)F)cc1NC(=O)COC(=O)C1=COCCO1	.	.	.	12%	-11%	?	3%
Cc1ccc2c(c1)NC(=O)C(CC(=O)NCCCN1CCCCC1C)O2 (configuration not stated)	-4	-12	-2%	.	12%	19%	-3%
FC(F)Oc1ccccc1NC(=S)Nc1cccnc1	-2	-4	11%	9%	9%	-1%	-4%
Cn1c(=O)n(CC(=O)NC2CCCCC2)c(=O)c2ccccc21	-3	8	2%	3%	-7%	10%	-1%
Cc1ccc(C(C)NC(=O)c2c(-c3ccccc3)noc2C)cc1C (configuration not stated)	-2	-16	2%	-23%	-3%	-8%	3%
Clc1cccc(Sc2ccc(-c3ccccn3)s2)c1	3	15	-3%	-5%	10%	24%	-2%

Six entries already listed, sorted by formula weight, falling.
SMILES	CHX counter	Shiga inhibitor	LmPK inhibitor	Pf growth 48h	HCV inh	Pf growth 96h	TbPYK inhibitor
COCCOc1ccc(C(F)(F)F)cc1NC(=O)COC(=O)C1=COCCO1	.	.	.	12%	-11%	?	3%
Cn1c(N2CCN(C(=O)NC34CC5CC(CC(C5)C3)C4)CC2)nc2ccccc21	-3	-2	5%	-7%	13%	-17%	2%
O=C(CNCc1ccco1)Nc1cccc(S(=O)(=O)N2CCCCC2)c1	-3	8	-1%	-20%	3%	-4%	-15%
Cc1ccc(C(C)NC(=O)c2c(-c3ccccc3)noc2C)cc1C (configuration not stated)	-2	-16	2%	-23%	-3%	-8%	3%
Cn1c(=O)n(CC(=O)NC2CCCCC2)c(=O)c2ccccc21	-3	8	2%	3%	-7%	10%	-1%
COC(=O)c1ccc(NC(=O)c2cccc(C)c2[N+](=O)[O-])cc1	22*	49	2%	57%[activator]	-9%	-10%	1%

Later entries
SMILES	CHX counter	Shiga inhibitor	LmPK inhibitor	Pf growth 48h	HCV inh	Pf growth 96h	TbPYK inhibitor
C[C@@H](OC(=O)N(C)Cc1ccccc1)[C@H]1O[C@]2(C)CCCC[C@H]1O2	.	.	.	24%	8%	26%	2%
O=C(NCCOc1ccc(F)cc1)C1CCN(S(=O)(=O)c2ccccc2)CC1	-5	14	3%	13%	.	0%	5%
Cc1ccc(NC(=O)C2CC(=O)N(c3ccc4c(c3)OCCO4)C2)cc1S(=O)(=O)N1CCCCCC1 (configuration not stated)	.	.	.	12µM*	10µM*	?	2%
CCOC(=O)C1CCN(C(=O)c2cc3cc4ccc(OC)cc4nc3o2)CC1	-8	15	-10%	83%[activator]	21%	?	4%
NS(=O)(=O)c1ccc(NCc2ccccc2OCc2ccc(F)cc2)cc1	-6	-31	8%	-9%	-16%	0%	-1%
COCCn1c(SCC(=O)NC2CCCCC2)nc2c(c1=O)SCC2	2	0	1%	?	5%	?	1%
CC(C)c1ccc(C2(C)NC(=O)N(CC(=O)N3CCN(C(=O)c4cccs4)CC3)C2=O)cc1 (configuration not stated)	.	.	.	-28%	?	?	4%
CC(C)C[C@H]1CN=C(Nc2ccccc2)N1CCC1CCCC1	-2	-12	-3%	?	-17%	?	-4%
CC1CC1c1ccc(/C=C(\C#N)C(=O)Nc2cccc(Cl)c2Cl)o1 (configuration not stated)	6	3	1%	24%	-18%	?	1%
O=[N+]([O-])c1ccc(CSc2nnc(-c3cccnc3)o2)cc1	-2	-5	-7%	55%[activator]	6%	-7%	-1%
COc1cccc(OCCCn2cc(/C=C3/C(=N)N4C=C(C)SC4=NC3=O)c3ccccc32)c1	19*	50*	1%	?	-5%	?	-1%
CCOC(=O)c1cc2c(C)nn(-c3ccccc3)c2s1	7	2	1%	35%[activator]	?	?	5%
O=C(O)C(Cc1ccccc1)NS(=O)(=O)c1ccc(Cl)cc1 (configuration not stated)	-6	-5	3%	-9%	14%	36%[activator]	-6%
N#CC(c1ccc(Cl)cc1)c1ccc2c(C(F)(F)F)cc(C(F)(F)F)nc2n1 (configuration not stated)	-2	-5	?	.	?	2.6µM*	-14%
O=C(c1ccc(CNS(=O)(=O)c2cccc(Cl)c2)cc1)N1CCCC1	-1	-4	-1%	-5%	-13%	-5%	0%
O=c1[nH]c(NCCO)nnc1Cc1ccccc1	10	-9	0%	37%[activator]	14%	50%[activator]	-1%
CC(=O)C1=C(C)NC(SCC(=O)c2ccc(C)cc2)=C(C#N)C1c1ccco1 (configuration not stated)	12	16	7%	9.3µM*	7.1µM*	6.6µM*	.
Cc1nc(N2CCN(c3ccccn3)CC2)c2c(C)c(C(=O)Nc3ccccc3F)sc2n1	6	-4	9%[11.5 µM]	6.6µM*	?	?	0%
Cc1nc(NC(=S)Nc2ccccc2)sc1C	43*	127*	-2%	199%[activator]	?	53%[activator]	-12%
Cc1cc2c(cc1S(=O)(=O)Nc1ccc(OC(F)(F)F)cc1)OCC(=O)N2	-5	-1	-4%	21%	-21%	19%	4%&6%
O=C(CCCn1cnc([N+](=O)[O-])n1)Nc1ccc(Cl)cc1Cl	7	-11	7%	12%	20%	44%[activator]	-2%
O=C1CCCc2ccccc2N1Cc1ccc(Cl)cc1	-3	-7	5%	?	-13%	?	-8%
Cc1ccc(C)c(C(=O)COC(=O)c2ccccc2N2C(=O)C3C4CCC(C4)C3C2=O)c1 (configuration not stated)	9	39	3%	?	-15%	1%	0%
CCC(C)NC(=O)Cn1nc(Cc2ccncc2)c2ccccc2c1=O (configuration not stated)	1	22	6%	-9%	8%	6.6µM*	1%
CCC(=O)Nc1ccc(NC(=S)NC(=O)Cc2ccccc2)cc1	-3	-2	1%	-12%	-6%	-10%	3%
O=C(CSCc1ccccc1)Nc1cc([N+](=O)[O-])ccc1F	1	-7	3%	-16%	-2%	5.2µM*	-9%
CCCOc1ccc(S(=O)(=O)N2CCCC2)cc1[N+](=O)[O-]	3	16	2%	97%[activator]	-29%	0%	-2%
O=C(O)c1ccc(NC(=O)c2cccc(S(=O)(=O)Nc3ccc(C(=O)O)cc3)c2)cc1	0	-2	5%	3%	12%	216%[activator]	2%
COc1c(Cl)cc(C(=O)Nc2ccccc2C(=O)O)cc1Cl	4	19	1%	6%	-11%	?	-2%
COc1ccc(NC(=O)COC(=O)CCC(=O)c2cccs2)cc1OC	.	.	.	-5%	0%	5%	-7%
COc1ccc(O)c(C=Nc2cc(NC(C)=O)c(Cl)cc2Cl)c1	-2	-9	-10%	5%	-4%	?	-11%
CCN(C(=O)CSc1nc2nc(C)cc(C)n2n1)c1ccccc1	3	-17	-7%	-22%	9%	30%[activator]	2%
Cc1ccc(S(=O)(=O)N2CCN=C2SCc2cccnc2)cc1	9	3	3%	-3%	18%	3%	1%
COCCn1c(C)cc(C(=O)COC(=O)Cc2n[nH]c(=O)c3ccccc23)c1C	.	.	.	?	14%	-9%	4%
COc1cccc(C2=NOC(C(=O)N3CCc4ccccc4C3)C2)c1 (configuration not stated)	12*	26*	0%	7%	-3%	?	-2%
CC(=O)NC12CC3CC(C1)CC(C(=O)Oc1ccc(N(C)S(=O)(=O)c4cc(C)ccc4C)cc1)(C3)C2	.	.	.	?	?	13µM*	2%
COc1ccccc1C1C(C#N)=C(N)Oc2c1oc(CO)cc2=O (configuration not stated)	2	-14	-3%	27%	9%	169%[activator]	3%
C/C=C\C=C/C(=O)Nc1cccc(C2=NOC3(C2)C[C@@H](C(N)=O)N(C(=O)c2ccccc2)C3)c1 (some centres not stated)	-3	-5	2%	51%[activator]	.	?	.
CCN(CC(=O)NCc1ccc(F)cc1)C(=O)/C=C/c1cccs1	6	-8	3%	4%	11%	0%	8%
COc1cc(C(=O)NCC(=O)NCCSc2ccc(Br)cc2)cc(OC)c1OC	.	.	.	37%[activator]	-20%	?	7%
Cc1csc(SCCn2c(N3CCOCC3)nc3c2c(=O)[nH]c(=O)n3C)n1	-3	-3	0%	12%	0%	170%[activator]	-3%
CC(C)C[C@@H](COc1ccccc1)N1CCN(C)CCC1=O	-3	-3	0%	28%	0%	55%[activator]	-5%
COc1ccc(NC(=S)c2ccncc2)cc1	-2	8	-2%	14%	-1%	10µM*	-15%
Nc1c2c(nc3sc4c(c13)CCCC4)CCCCC2	71*	130*	-25%	83%[activator]	?	0.83µM*	-13%
Cc1nc(CNS(=O)(=O)c2cccnc2)cs1	-3	-1	-3%	12%	4%	-52%	-6%
COc1cccc(C=Nc2cccnc2)c1O	-2	8	-30%	4%	.	23%	.
CCOC(=O)c1c(NC(=O)CSc2c[nH]c3ccccc23)sc2c1CCCC2	-2	-9	1%	-4%	11µM*	-91%	-5%
Cc1ccc(C)c(N2CCN(CCN3CCCCC3)CC2)c1	-4	2	-7%	0%[0.00184 µM]	1%	5%	23%
CCOC(=O)N/N=C/c1cc(C)n(-c2ccccc2)c1C	35*	71*	-1%	?	?	?	2%
COc1ccc(C2c3c(nc(C)[nH]c3=O)Oc3c2c(=O)oc2ccccc32)cc1 (configuration not stated)	-4	-6	-4%	-4%	5%	-19%	-9%
O=C(Nc1ccccc1C(=O)N1CCCC1)c1ccc(Cl)c([N+](=O)[O-])c1	-3	-10	2%	-13%	8%	?	0%
O=S(=O)(N/N=C\c1ccccc1O)c1ccc(Cl)cc1	27*	51	7%	1%	15%	?	1%
Cc1cc2c(=O)[nH]cnc2s1	-4	-4	3%	.	-1%	?	-15%
COC(=O)C1=C(C)N(CCCC(=O)O)C(=O)NC1c1ccc(-c2ccccc2)cc1 (configuration not stated)	-6	-15	0%	-16%	7%	?	-2%
CCOC(=O)C1(Cc2cccc(OC)c2)CCN(Cc2ccc3c(c2)OCCO3)CC1	-1	-10	3%	-17%	?	?	-2%
Cc1ccc(NC(=S)Nc2ccc(S(=O)(=O)N3CCOCC3)cc2)cc1S(=O)(=O)N1CCOCC1	-3	-2	5%	1%	-76%	-19%	-8%
CC(CCc1ccccc1)NCC(O)c1cccc([N+](=O)[O-])c1 (configuration not stated)	4	23	6%	0.23µM*	27%	?	-1%
NC(=O)COC(=O)c1ccccc1SCC(=O)NC1CCCCCC1	1	-9	2%	6%	7%	-1%	5%
COc1cccc(/C=N/Nc2ncnc3c2[nH]c2ccc(C)cc23)c1OC	1	23	-6%	?	-20%	?	-4%
COc1cc2[nH]c(=O)n(CCC(=O)NCCC(C)C)c(=O)c2cc1OC	6	-8	2%	.	1%	.	-1%
